# EWS-Fli inh = inhibitors of EWS/Fli oncoprotein transcriptional activity. A673 NR0B1-luciferase reporter, viability-normalised. AID 651661. inhibition, % at 12.6 µM. 350,000 compounds, 0.67% hits;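 active = mean inhibition of at least 50% after viability correction, with every replicate also passing that limit; inconclusive = mean reaches 50% but only one of two replicates passes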;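 also: firefly luciferase signal divided by Alamar Blue viability fluorescence both relative to DMSO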
# DENV2 CPE = DENV2-induced cell death inhibition. AID 651640. DENV2-infected cells, cytopathic effect rescue, plate reader. 350,000 compounds, 1.7% hits. CPE inhibition, % at 9.99 µM; in the data active = CPE inhibition above about 20%, passing the limit was not always enough; inconclusive = no clear call, values can overlap the other calls; tested in BHK-21 cells;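 also: 0% = median of neutral control wells and 100% = median of positive control wells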
# Casp6 inh = inhibitors of human caspase-6; P55212; purified caspase-6, Z-VEID-R110 cleavage fluorescence; inhibition, % at 12.5 µM; 350,000 compounds, 0.53% hits;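 active = mean inhibition across replicates at least about 35%, with every replicate also reaching that limit, limit read from the data; inconclusive = only one of the two criteria met; inactive = neither criterion met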;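 also: 0% = median of neutral control wells and 100% = no fluorescence left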
# Target sequence (P55212 24-179 limits assumed): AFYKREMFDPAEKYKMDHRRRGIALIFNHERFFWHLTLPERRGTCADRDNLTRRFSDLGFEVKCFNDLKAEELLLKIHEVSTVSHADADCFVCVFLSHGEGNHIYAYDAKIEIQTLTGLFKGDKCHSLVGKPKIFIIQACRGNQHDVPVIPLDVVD
# Target sequence (P55212 194-293 limits assumed): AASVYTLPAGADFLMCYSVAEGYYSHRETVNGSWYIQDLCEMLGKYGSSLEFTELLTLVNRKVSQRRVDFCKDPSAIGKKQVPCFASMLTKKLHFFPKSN
# PAX8 reporter = lowers PAX8-driven luciferase in RMG-I cells. inhibition, % at 12.6 µM. RMG-I TPO-luciferase reporter, SteadyGlo, 24 h. 360,000 compounds, 1.2% hits;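 active = mean replicate inhibition at least 60% with every replicate also reaching 60%; inconclusive = only one of the two criteria is met; inactive = mean below 60% and not all replicates reaching 60%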;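 also: luciferase light reporting Pax8 driven TPO promoter activity; plate controls were median of neutral control wells for no effect and mitoxantrone controls for full effect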
# SIRT5 block = blocks human SIRT5 desuccinylation of peptide; Q9NXA8; Purified SirT5, succinyl-peptide AMC, trypsin-coupled fluorescence; inhibition, % at 15 µM; 330,000 compounds, 1.1% hits; in the data active = inhibition above about 15%; inconclusive = no clear call, values can overlap the other calls
# Target sequence (Q9NXA8 whole entry, looked up): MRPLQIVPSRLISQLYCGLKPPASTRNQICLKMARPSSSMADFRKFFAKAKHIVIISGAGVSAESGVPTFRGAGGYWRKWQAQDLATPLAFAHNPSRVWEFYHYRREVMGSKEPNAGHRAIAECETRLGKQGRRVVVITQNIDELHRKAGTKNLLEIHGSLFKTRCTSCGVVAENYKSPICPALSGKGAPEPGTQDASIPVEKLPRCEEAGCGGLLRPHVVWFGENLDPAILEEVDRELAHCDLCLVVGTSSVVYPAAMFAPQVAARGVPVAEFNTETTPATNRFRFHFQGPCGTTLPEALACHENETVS
# LGR2 inh = inhibitors of bursicon-induced Drosophila LGR2 receptor cAMP signaling | 380,000 compounds, 0.35% hits | inhibition, % at 9.99 µM | HEK293 LGR2, CRE-luciferase, bursicon-stimulated, 4 h;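 active = drop in luminescence signal, shown as inhibition above about 50% in the replicate tests, limit read from the data, passing the limit was not always enough; inconclusive = probably only some replicates passing the limit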;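 also: agonist challenge used bursicon conditioned medium at about half maximal strength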
# ARNT-TACC3 inh = ARNT/TACC3 interaction disruption; Q9Y6A5; AlphaScreen His-ARNT PAS-B/GST-TACC3 binding, luminescence; TACC3 fragment carries E629A point mutation; inhibition, % at 9.99 µM; 390,000 compounds, 0.66% hits; AID 623870;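 active = mean inhibition of replicates at least 50% and at least half of replicates each reaching 50%; inconclusive = half or more replicates reach 50% but mean below 50%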;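 also: 0% = complete ARNT plus TACC3 wells and 100% = ARNT alone without TACC3; many hits fall short of the cut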
# Active calls of the source: *; ? = inconclusive; · = no result given.
SMILES,EWS-Fli inh,DENV2 CPE,Casp6 inh,PAX8 reporter,SIRT5 block,LGR2 inh,ARNT-TACC3 inh
Cc1cc(C)c2sc(N(CCN(C)C)C(=O)c3ccc4ccccc4c3)nc2c1,·,4,0,-20,1,-2,10
CCN(CC(=O)N1CCN(Cc2ccccc2)CC1)S(=O)(=O)c1ccc(C)cc1,4,-8,0,20,-1,-12,-6
CCN1CCC(O)(/C=C/c2ccc(C(C)C)cc2)C(C(=O)/C=C/c2ccc(C(C)C)cc2)C1 (centres undefined),56*,5,4,64*,-5,32,-1
COc1ccccc1-c1ccc([C@H]2[C@H](C#N)N(C(=O)C3CCC3)[C@H]2CO)cc1,-17,-4,4,5,5,-2,6
CCOC(=O)[C@]12CCCC=C1N(CCc1ccc(OC)c(OC)c1)C(=O)[C@H](CC(=O)N1CCCCC1)C2,-3,-7,1,18,1,10,·
O=C(c1ccncc1)N1CCN(S(=O)(=O)c2cccc(C(F)(F)F)c2)CC1,-3,-5,-1,15,0,0,0
CC(C)c1cn([C@H]2C[C@@H]3O[C@H](CO)CC[C@@H]3O[C@@H]2CCc2ccc(C#CC3(O)CCCC3)cc2)nn1,1,-4,1,27,4,·,·
O=C(CSc1nc(-c2ccccc2)ns1)NCC1CCCO1 (centres undefined),-47,-1,1,-75,-2,-4,·
Cc1ccc(NC(=O)CCN2C(=O)c3ccccc3Sc3ncccc32)cc1,·,1,-1,-7,-2,11,13
CC(C)NC(=O)Nc1ccc2c(c1)C(=O)N(C)[C@H]1CC[C@H](CC(=O)NCC3CCCCC3)O[C@H]1CO2,8,16,3,0,10,5,-7
O=C(Nc1ccccc1F)N[C@@H]1CC[C@H](CC(=O)N2CCCCC2)O[C@@H]1CO,-7,·,-5,21,-1,-1,9
COC(=O)C1=C(C(=O)OC)[C@@H]2N(C)c3ccccc3[C@@]23C[C@@H](CO)N(C(=O)C2CCC2)C3=N1,8,-5,-3,-21,13,0,5
CN(C)CC#Cc1ccc([C@H]2[C@H](CO)N3CCCCN(C(=O)CN(C)C)C[C@@H]23)cc1,4,10,4,-33,-12,-15,2
C/C(=N/NC(=O)c1cccc(Br)c1)C1CC2CCC1C2 (centres undefined),2,-7,6,6,2,-20,14
Cc1ccccc1-n1c(-c2ccoc2C)n[nH]c1=S,-10,0,2,-8,-1,5,0
Cc1cc(C)cc(NC(=O)CSc2nc3c(oc4ccccc43)c(=O)n2-c2ccccc2)c1,0,-9,3,6,-2,-5,-8
O=C(CCC(=O)N1CCN(S(=O)(=O)c2ccc3ccccc3c2)CC1)Nc1cc(Cl)cc(Cl)c1,14,-1,-1,48,2,13,-7
COc1ccc2cc(CCNS(=O)(=O)c3c(C)cc(C)cc3C)c(=O)[nH]c2c1,-8,0,3,-12,-1,18,·
O=C(COc1ccccc1)Nc1nc(-c2ccncc2)cs1,·,?,-5,-8,-2,-12,-1
C=CCn1c(C23CC4CC(CC(C4)C2)C3)n[nH]c1=S,16,1,-2,-2,-1,·,-4
COc1cc(/C=N/N2CCOCC2)ccc1OC(=O)c1ccco1,19,3,-1,-10,-3,-16,5
[N-]=[N+]=CC(=O)C(c1ccccc1)(c1ccccc1)c1ccccc1,-2,11,-5,8,-3,·,6
COc1cccc(C2c3c(C)nn(-c4ccc([N+](=O)[O-])cc4)c3N=C3C(=O)Nc4ccccc4N32)c1 (centres undefined),18,-5,-2,26,3,1,-4
O=C(NCCCN1CCOCC1)C(=O)NCc1ccc(Cl)cc1,1,·,0,22,-2,-9,6
Cc1occc1C(=O)N/N=C/C1=C(N2CCOCC2)C(=C\c2ccc(Cl)cc2Cl)/CC1,-6,-5,4,-12,-3,4,-14

# In a second layout: results already given
# The line under a structure holds: EWS-Fli inh	DENV2 CPE	Casp6 inh	PAX8 reporter	SIRT5 block	LGR2 inh	ARNT-TACC3 inh
- O=C(COc1ccccc1)Nc1nc(-c2ccncc2)cs1
    ·	?	-5	-8	-2	-12	-1
- C=CCn1c(C23CC4CC(CC(C4)C2)C3)n[nH]c1=S
    16	1	-2	-2	-1	·	-4
- COc1cc(/C=N/N2CCOCC2)ccc1OC(=O)c1ccco1
    19	3	-1	-10	-3	-16	5
- [N-]=[N+]=CC(=O)C(c1ccccc1)(c1ccccc1)c1ccccc1
    -2	11	-5	8	-3	·	6

# Following part.
SMILES,EWS-Fli inh,DENV2 CPE,Casp6 inh,PAX8 reporter,SIRT5 block,LGR2 inh,ARNT-TACC3 inh
COc1ccc(S(=O)(=O)Nc2ccc3c(c2)C(=O)N([C@H](C)CO)C[C@H](C)[C@H](CN(C)Cc2ccccc2)OCCCC[C@H](C)O3)cc1,2,-2,·,-23,·,-2,-13
C[C@@H](NC(=O)C[C@H]1CC[C@@H]2[C@H](COC[C@@H](O)CN2C(=O)Nc2cccc(F)c2)O1)c1ccccc1,-33,13,-1,-14,-4,-21,-3
COc1ccc(NC(=O)Nc2ccc3c(c2)[C@H]2C[C@H](CC(=O)N4CCN(C)CC4)O[C@H](CO)[C@H]2O3)cc1,-1,14,14,-17,2,11,5
CN1CCN(C(=O)C[C@@H]2C[C@H]3c4cc(NS(C)(=O)=O)ccc4O[C@H]3[C@@H](CO)O2)CC1,12,-2,5,-5,1,4,-8
O=C(O)C[C@@H]1C[C@H]2c3cc(NC(=O)Cc4ccncc4)ccc3O[C@H]2[C@@H](CO)O1,·,-5,-2,-17,-1,-31,·
Cc1ccc(S(=O)(=O)NNC(=S)NCCc2ccccc2)cc1,12,13,2,2,0,6,-3
O=C1c2cccc3cccc(c23)C(=O)N1CCN1CCN(CC(O)COc2ccccc2)CC1 (centres undefined),·,·,·,14,·,-4,-15
CC(C)C#Cc1cnc2c(c1)C(=O)N([C@@H](C)CO)C[C@@H](C)[C@H](CN(C)C(=O)Nc1ccccc1)O2,0,-1,-1,·,-1,5,-1
COc1ccc(NC(=O)Nc2ccc3c(c2)C(=O)N([C@@H](C)CO)C[C@H](C)[C@H](CN(C)S(=O)(=O)c2cn(C)cn2)O3)cc1,-3,-2,-4,·,-1,9,-1
O=C(c1c[nH]c2ccccc12)C(Cl)c1ccccc1 (centres undefined),28,-3,0,81*,0,21,-4
Cc1nn(-c2ccccc2)nc1C(=O)Nc1cccc(C(=O)NC2CC2)c1,13,9,0,-11,1,6,·
COc1ccccc1NC(=O)N(C)C[C@H]1OCc2ccccc2-c2ccccc2C(=O)N([C@@H](C)CO)C[C@@H]1C,0,-9,1,0,0,-3,-7
CSCC[C@H](NC(=O)[C@@H]1Cc2ccccc2CN1)C(=O)NC1CCCCC1,·,-3,1,4,-13,20,-5
COc1ccc(C2c3ccc(O)cc3Oc3ncn(CCCO)c(=N)c32)cc1 (centres undefined),-1,-3,2,17,-1,1,-1
CCN(CC)S(=O)(=O)c1cccc(NC(=O)COC(=O)CNC(=O)c2cccc(F)c2)c1,8,-1,2,13,0,2,0
CCC(=O)N1[C@@H]2Cn3c(ccc(-c4ccccc4F)c3=O)[C@H]1[C@@H](C(=O)NC1CCC1)[C@@H]2CO,4,1,-1,·,-8,11,-18
COc1cccc(NC(=O)CSc2nnc(-c3cccnc3)o2)c1,-12,-1,0,16,0,-4,7
CC1CCN(C(=O)c2[nH]cnc2C(=O)Nc2nccs2)CC1,7,16,-10,-12,·,-5,1
O=C(Cc1ccccc1)Nc1ccccc1C(=O)N1CCCCCC1,-11,-1,0,-6,0,11,-22
CCCn1c2ccccc2c2cnn(CC(=O)NCCCN3CCCCC3)c(=O)c21,-8,2,-19,9,-7,5,·
CN(C(=O)c1cccc(NC(=O)Cc2ccc(NC(=O)C3CCN(C(=O)C4CC4)CC3)cc2)c1)C1CCC1,-6,10,0,-2,-4,-5,4
Cc1cc(=O)oc2c(C)c(OCC(=O)NCCN3CCOCC3)ccc12,·,6,-1,-10,-10,8,-1
C[C@@H]1CN([C@H](C)CO)C(=O)Cc2cc(NC(=O)NC3CCCCC3)ccc2O[C@H]1CN(C)Cc1ccc(C(=O)O)cc1,0,10,1,-10,-2,-5,-7
CC1=C(C(=O)N2CCCCCC2)CC(CC(=O)NCCN2CCOCC2)C(=O)N1Cc1ccc(F)cc1 (centres undefined),-6,-6,-2,19,·,16,·
CC(=O)Nc1cc2c(c([N+](=O)[O-])c1C)C(C)(C)CC2(C)C,-2,-3,1,13,-1,4,33

# Whole records as entered above.
# Cc1ccccc1-n1c(-c2ccoc2C)n[nH]c1=S across the screens: EWS-Fli inh: -10; DENV2 CPE: 0; Casp6 inh: 2; PAX8 reporter: -8; SIRT5 block: -1; LGR2 inh: 5; ARNT-TACC3 inh: 0
# COc1ccc(NC(=O)Nc2ccc3c(c2)C(=O)N([C@@H](C)CO)C[C@H](C)[C@H](CN(C)S(=O)(=O)c2cn(C)cn2)O3)cc1 across the screens: EWS-Fli inh: -3; DENV2 CPE: -2; Casp6 inh: -4; PAX8 reporter: ·; SIRT5 block: -1; LGR2 inh: 9; ARNT-TACC3 inh: -1

# Arranged by the number under ARNT-TACC3 inh (high to low): some entries from above.
Compound	ARNT-TACC3 inh
CC(=O)Nc1cc2c(c([N+](=O)[O-])c1C)C(C)(C)CC2(C)C	33
CC1CCN(C(=O)c2[nH]cnc2C(=O)Nc2nccs2)CC1	1
CCN(CC)S(=O)(=O)c1cccc(NC(=O)COC(=O)CNC(=O)c2cccc(F)c2)c1	0
C[C@@H](NC(=O)C[C@H]1CC[C@@H]2[C@H](COC[C@@H](O)CN2C(=O)Nc2cccc(F)c2)O1)c1ccccc1	-3
C[C@@H]1CN([C@H](C)CO)C(=O)Cc2cc(NC(=O)NC3CCCCC3)ccc2O[C@H]1CN(C)Cc1ccc(C(=O)O)cc1	-7
COc1ccc(S(=O)(=O)Nc2ccc3c(c2)C(=O)N([C@H](C)CO)C[C@H](C)[C@H](CN(C)Cc2ccccc2)OCCCC[C@H](C)O3)cc1	-13
O=C1c2cccc3cccc(c23)C(=O)N1CCN1CCN(CC(O)COc2ccccc2)CC1 (centres undefined)	-15

# Later entries:
SMILES,EWS-Fli inh,DENV2 CPE,Casp6 inh,PAX8 reporter,SIRT5 block,LGR2 inh,ARNT-TACC3 inh
CC(=O)C1=C(C)NC(=O)NC1c1ccc2c(c1)OCO2 (centres undefined),-3,-6,2,-8,-2,-15,-31
CC(/C=C/c1ccc(N(C)C)cc1)=N\N=C1\NC(=O)CC(C(=O)Nc2ccccc2)S1 (centres undefined),-24,7,1,-57,·,·,1
OC[C@H]1[C@H](c2ccc(-c3cccnc3)cc2)[C@H]2CN(CC3CCOCC3)CCCCN21,-15,1,0,-7,-6,·,3
CC(=O)/C(=N/Nc1ccccc1)Sc1nnc(CCc2ccccc2)n1-c1ccccc1,5,0,2,4,8,6,·
O=C(Nc1nc(-c2ccccn2)cs1)c1cccc(-n2cnnn2)c1,8,·,0,38,2,0,70*
Cc1ccc(S(=O)(=O)Nc2ccc3c(c2)C(=O)N([C@H](C)CO)C[C@H](C)[C@@H](CN(C)CC2CC2)OCCCC[C@@H](C)O3)cc1,2,0,-3,-6,1,-9,1
CC(=O)Nc1ccc(NC(=O)CN(c2ccc([N+](=O)[O-])cc2)S(=O)(=O)c2ccccc2)cc1,11,-5,1,0,-4,-1,1
CCc1ccc(-c2cc(C(F)(F)F)n3nc(C(=O)Nc4c(C)nn(Cc5ccccc5Cl)c4C)cc3n2)s1,·,·,-3,·,-8,12,-5
CC1=NN(C(=O)CCc2ccccc2O)C(O)(C(F)(F)F)C1 (centres undefined),-1,-3,-1,2,0,3,-2
Cc1cc(O)ccc1N=Cc1c(C(F)(F)F)[nH][nH]c1=O,8,4,3,17,3,6,·
O=C(N/N=C/c1ccc(Br)o1)/C(=C/c1ccc([N+](=O)[O-])cc1)NC(=O)c1ccccc1,6,8,2,·,2,35,20
COc1cc(OC)cc(C(=O)Nc2ccc3c(c2)CCCN3C(=O)c2cccs2)c1,-93,?,-2,17,2,4,1
COc1ccccc1C(=O)NCCC(=O)NCC1CCCCC1,0,-4,0,-15,·,-6,-3
C=CCN=C1N[C@@H](c2ccccc2)C(C(=O)OC)=C(C)N1CCOC,7,17,·,3,·,-5,-6

# Bioassay records (PubChem BioAssay)
